EBV LMP1 NFkB = EBV LMP1-driven NF-kappaB luciferase reporter inhibitors, primary screen, cell-based, luminescence, single point. LMP1-induced NF-kappaB luciferase reporter cells. inhibition, % at 12.5 µM. hit rate 0.69% among 350,000. AID 504558, 2011; in the data active = inhibition above about 41%;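 note: 0% = neutral control wells and 100% = reference inhibitor control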
TLR9-MyD88 inh = inhibitors of TLR9-MyD88 association in cells, primary screen, cell-based, CHO, BLA complementation, fluorescence | Toll-like receptor 9 (Homo sapiens) + Myeloid differentiation primary response protein … | CCF4 FRET ratio | hit rate 0.21% among 340,000 | inhibition, % at 4.98 µM;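 active = inhibition above the mean over all tested compounds plus 3 SD, cut at about 21% in these data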;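 note: 0% = DMSO only wells and 100% = clavulanate BLA inhibitor control wells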
NCOA1 inh = SRC1 coactivator transcriptional activity inhibitors, primary screen, cell-based, luminescence. HEK293 GAL4-SRC1 luciferase reporter. Nuclear receptor coactivator 1 (Homo sapiens), Q15788. inhibition, % at 3.6 µM. hit rate 0.12% among 360,000. AID 588354, 2011;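 active = inhibition above the campaign mean plus 3 SD, with each screening campaign given its own cutoff, cut at about 60% in these data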;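 note: 0% = DMSO treated cells and 100% = gossypol at 36 µM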
Target sequence (Q15788 whole entry, looked up, the tested form may be a part): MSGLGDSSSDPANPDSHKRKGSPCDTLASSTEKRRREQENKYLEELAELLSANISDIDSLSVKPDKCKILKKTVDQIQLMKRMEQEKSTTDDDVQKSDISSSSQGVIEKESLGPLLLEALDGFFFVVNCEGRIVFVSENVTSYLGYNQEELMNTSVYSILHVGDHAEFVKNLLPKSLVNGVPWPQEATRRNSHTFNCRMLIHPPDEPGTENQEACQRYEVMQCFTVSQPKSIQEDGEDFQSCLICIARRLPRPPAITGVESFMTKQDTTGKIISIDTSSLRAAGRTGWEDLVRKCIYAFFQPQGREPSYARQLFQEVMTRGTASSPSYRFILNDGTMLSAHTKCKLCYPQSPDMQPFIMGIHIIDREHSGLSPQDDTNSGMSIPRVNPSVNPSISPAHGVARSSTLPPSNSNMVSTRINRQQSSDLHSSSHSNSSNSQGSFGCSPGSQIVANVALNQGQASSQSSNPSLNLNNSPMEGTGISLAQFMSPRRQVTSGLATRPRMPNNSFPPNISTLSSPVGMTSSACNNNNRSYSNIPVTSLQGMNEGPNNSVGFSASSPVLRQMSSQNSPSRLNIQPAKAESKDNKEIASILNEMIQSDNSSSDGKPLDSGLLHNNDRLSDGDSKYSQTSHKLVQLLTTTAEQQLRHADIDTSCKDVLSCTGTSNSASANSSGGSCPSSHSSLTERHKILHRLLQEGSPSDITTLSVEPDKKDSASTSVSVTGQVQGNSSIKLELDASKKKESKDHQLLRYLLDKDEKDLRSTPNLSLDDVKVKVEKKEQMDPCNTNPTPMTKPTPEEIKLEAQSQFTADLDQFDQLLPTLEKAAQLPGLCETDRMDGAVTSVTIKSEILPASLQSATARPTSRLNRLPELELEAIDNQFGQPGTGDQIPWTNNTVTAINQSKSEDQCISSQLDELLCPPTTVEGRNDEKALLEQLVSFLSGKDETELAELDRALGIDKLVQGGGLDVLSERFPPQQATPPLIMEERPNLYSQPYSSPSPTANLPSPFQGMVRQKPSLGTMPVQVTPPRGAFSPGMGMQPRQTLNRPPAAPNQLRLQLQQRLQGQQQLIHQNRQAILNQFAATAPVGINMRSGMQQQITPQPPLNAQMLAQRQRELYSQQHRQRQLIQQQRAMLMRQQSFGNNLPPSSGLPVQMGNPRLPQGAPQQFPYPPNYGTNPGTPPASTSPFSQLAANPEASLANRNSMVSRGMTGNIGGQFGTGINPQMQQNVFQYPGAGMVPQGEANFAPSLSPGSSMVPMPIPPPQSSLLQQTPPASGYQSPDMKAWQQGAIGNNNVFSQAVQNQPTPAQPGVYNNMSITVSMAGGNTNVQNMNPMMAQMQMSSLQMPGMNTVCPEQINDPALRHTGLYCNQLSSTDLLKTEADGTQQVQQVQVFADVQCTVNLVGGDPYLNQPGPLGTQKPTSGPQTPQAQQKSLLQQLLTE
NCOA3 inh = SRC3 coactivator transcriptional activity inhibitors, primary screen, cell-based, luminescence. HEK293 GAL4-SRC3 luciferase reporter. hit rate 0.17% among 360,000. Nuclear receptor coactivator 3 (Homo sapiens), Q9Y6Q9. inhibition, % at 3.6 µM;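 active = inhibition above a per-campaign cutoff, the mean of all compounds plus 3 SD, cut at about 60% in these data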;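 note: 0% = DMSO-treated cells and 100% = gossypol-treated cells at 36 µM; higher means less SRC3-driven luciferase light from the GAL4 reporter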
SRC2 inh = inhibition of GAL4-SRC2 driven luciferase reporter, primary screen, SRC2 inhibitor project, cell-based, luminescence; HEK293 GAL4-SRC2 luciferase reporter; inhibition, % at 9 µM; Nuclear receptor coactivator 2 (Homo sapiens), Q15596; hit rate 0.17% among 370,000;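 active = inhibition above the mean inhibition of all tested compounds plus 3 SD, set per campaign, cut at about 52% in these data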;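 note: 0% = DMSO treated cells and 100% = cells given Gossypol at 36 µM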
NR5A2 inv ag = LRH-1 (NR5A2) inverse agonists, primary screen, cell-based, luminescence, HEK293T, StAR-luciferase reporter; AID 602396, 2012; hit rate 0.13% among 360,000; Nuclear receptor subfamily 5 group A member 2 (Homo sapiens), O00482; inhibition, % at 3.6 µM; LRH-1 transfected, 24 h;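 active = inhibition above the mean inhibition of all tested compounds plus 3 SD, cut at about 73% in these data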;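 note: 0% = DMSO wells and 100% = reporter-only cells lacking LRH-1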
NOD2 RIPK2 PPI = NOD2-RIPK2 binding disruptors in cells, primary screen, fluorescence, CHO cells, BLA complementation. CCF4 ratio. Receptor-interacting serine/threonine-protein kinase 2 (Homo sapiens), O43353. inhibition, % at 4.98 µM. hit rate 0.38% among 360,000; in the data active = inhibition above about 21%;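 note: 0% = vehicle only and 100% = reference blocker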
Vif imaging = HIV Vif self-association inhibitors, primary screen, imaging, HEK293T, single point. HEK293T cells, Vif self-association by quenched fluorescence, 24 h. inhibition, % at 7.49 µM. hit rate 0.35% among 340,000. AID 602346, 2012; in the data active = inhibition above about 50%, passing the limit was not always enough; note: some results filed as inactive read as strong as hits
TROY signal inh = inhibitors of TROY-driven NF-kB signaling, primary screen, Q293 LMP1-TROYcd cells, NF-kB luciferase, uHTS | Q293 LMP1-TROYcd NF-kB luciferase reporter, 4 h | inhibition, % at 10 µM | hit rate 0.98% among 360,000;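 active = compounds whose plate-normalised and pattern-corrected inhibition of the luciferase reporter signal at the single screening dose is 50% or more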
TRAIL sens C8 = viability loss with TRAIL in NB7+C8 cells, primary screen, TRAIL sensitizer project, cell-based, ATPlite luminescence. inhibition (viability loss, TRAIL sensitization), % at 10 µM. hit rate 1% among 360,000;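 active = compounds causing at least 50% loss of cell viability in the single-dose screen, relative to plate controls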
NR2F2 inh = NR2F2 transcriptional activity inhibitors, primary screen, cell-based, luciferase reporter, HEK293T, luminescence | inhibition, % at 8.6 µM | HEK293T NGFI-A luciferase reporter | AID 686940, 2013 | COUP transcription factor 2 (Homo sapiens), P24468 | hit rate 0.7% among 370,000;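 active = inhibition above a per-plate cutoff, mean inhibition of test wells between control levels plus 3 SD, cut at about 38% in these data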;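 note: cells cotransfected with COUP-TFII expression vector driving the NGFI-A reporter; 0% = median of COUP-TF2 test wells and 100% = reporter-only cells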
Active calls of the source: *; / = no result given.

SMILES	EBV LMP1 NFkB	TLR9-MyD88 inh	NCOA1 inh	NCOA3 inh	SRC2 inh	NR5A2 inv ag	NOD2 RIPK2 PPI	Vif imaging	TROY signal inh	TRAIL sens C8	NR2F2 inh
Cc1ccc(NC(=O)C2CC2)cc1S(=O)(=O)N1CCOCC1	-5	-5	-6	2	-22	1	8	35	9	-5	13
Cc1ccc(-n2c(=O)c3sccc3n(CC(=O)NCc3ccco3)c2=O)cc1	-10	-2	-6	20	-21	4	0	-3	-3	-15	17
COc1cccc2cc(S(=O)(=O)c3ccccc3)c(=Nc3ccc4c(c3)OCCO4)oc12	8	-3	-2	12	-13	8	0	32	17	11	4
CC1(C)CC(=O)c2cc(O)ccc2O1	-1	-6	8	2	-16	-5	5	6	-4	10	11
CCOC(=O)C1CCCN(Cc2cccc(Oc3ccccc3)c2)C1 (stereo not drawn)	-11	-3	-1	-26	-10	3	1	-5	4	14	1
COc1ccc(OCC(O)CNC(=O)/C=C/c2cccc([N+](=O)[O-])c2)cc1 (stereo not drawn)	-2	23*	-32	15	-17	12	-1	0	10	6	17
O=C(Nn1cc(C(=O)N2CCN(c3ccccc3F)CC2)c2ccccc2c1=O)c1cnccn1	10	12	11	13	-1	11	-5	-1	-1	9	18
COC(=O)c1sc(-c2ccc(C(C)(C)C)cc2)cc1NC(=O)/C=C/C(=O)O	-30	-52	-87	-29	-56	-103	0	-3	18	10	-56
Clc1ccc(-c2noc(CCCOc3ccccc3)n2)cc1	-4	14	-17	0	/	3	-9	11	-36	13	/
COc1ccc(-c2cc(C(=O)N3CCCCCC3)c3ccccc3n2)c(OC)c1	2	-9	4	2	-2	8	-2	8	9	-5	-4
CC(C)OCCCNC(=S)N1CCC(C(=O)c2ccc(F)cc2)CC1	0	7	5	-7	4	3	3	-9	6	-1	7
COc1ccc(-c2c(-c3cc(OC)cc(OC)c3)n(C)c3ccc(-c4cccc5[nH]ccc45)cc23)cc1	0	-1	8	0	-5	-8	-9	-3	-21	7	18
COc1ccc(OC)c(NC(=O)CSc2nc(=O)n(Cc3ccccn3)c3c2CCC3)c1	0	4	14	7	4	-5	6	/	8	-6	7
CNC(=O)COc1ccc(Nc2nnc(C)c3ccccc23)cc1	/	/	-3	16	3	-7	-2	0	-21	9	-8
CCOC(=O)/C=c1\s/c(=C\c2c(OC)ccc3ccccc23)c(=O)n1CC(=O)NCC1CCCO1 (stereo not drawn)	9	10	-18	1	7	15	19	17	1	2	12
Cc1ccc(C(CCNC(C)c2cccs2)c2ccco2)cc1 (stereo not drawn)	-5	0	-26	14	-9	-14	0	-6	4	31	-2
Cc1cccc(Nc2c([N+](=O)[O-])cc(C(=O)N3CC(=O)Nc4ccccc43)cc2[N+](=O)[O-])c1	2	17	-14	11	-17	3	1	1	0	6	-1
CC(C)c1nnc(SCC(=O)NCc2ccc3c(c2)OCO3)n1C	-2	-5	19	-3	5	13	-6	-6	1	-12	4
CCOC(=O)c1nc2sc(C)c(C)c2c(=O)[nH]1	1	-12	-58	12	8	-16	-8	1	-19	1	13
CC(C)n1c(N2CCN(C(=O)N3CCCCC3)CC2)nc2ccccc21	-2	7	-4	10	18	-3	-7	-1	1	8	5
COc1cccc(CNC(=O)[C@H](CC(C)C)NC(=O)N2CCn3c2nc2ccccc23)c1	0	9	14	4	16	3	3	13	-7	-2	5
COC(=O)c1cccc(C23CC4(C2)[C@H](CN(Cc2ccc(-c5ccccc5)cc2)[C@@H]4c2ccccc2)C3c2ccc(Cl)nc2)c1 (stereo partly drawn)	-2	4	-14	-2	-9	-32	2	/	-7	-7	-4
CCCOc1ccc(C2=CSC3=NCCN23)cc1	2	-3	-3	16	6	17	9	-5	-33	2	15
COc1ccc(NC(=S)N(CCc2c(C)[nH]c3ccccc23)Cc2cccnc2)cc1	-5	-7	8	4	-26	-10	-15	-15	-12	-12	-70
CC(=O)Nc1ccc(NS(=O)(=O)c2ccc(Cl)s2)cc1	0	10	4	6	7	5	-5	8	17	-7	0
COCCN1C=C2C(=O)C(C)(OC(=O)CCC(=O)OC)C(=O)C=C2C=C1C1CC1 (stereo not drawn)	1	2	3	4	/	-2	-5	3	-1	-4	/
Cc1c(/C=N/O)sc2ccccc12	3	7	0	16	-44	-1	3	1	-19	1	-8
C=CCNC(=O)c1c2c(nc3ccccc13)-c1ccccc1CC2	-3	5	-1	3	-15	-5	4	0	0	4	-2
Cc1ccc(C)c(S(=O)(=O)N2CCN(CC(=O)Nc3cc(C)on3)CC2)c1	-19	-4	-11	-11	-1	14	-12	/	12	17	3
Cc1ccccc1NC(=O)c1ccccc1NS(=O)(=O)c1cccc2cccnc12	-8	-3	1	6	-13	-13	-10	0	5	-3	8
Cc1ccc(S(=O)(=O)N(Cc2cccc(C(F)(F)F)c2)C(=O)N2CCN(C)CC2)cc1	-7	-6	-9	19	16	3	-14	-4	-4	4	-10
Cc1ccc(-c2cc(C(=O)Nc3cc(C)on3)c3ccccc3n2)cc1	2	3	-46	4	21	-7	-12	-5	-7	0	1
COc1cc(OC)cc(C(=O)NNC(=O)CCC2CCCC2)c1	0	9	0	-11	-4	9	-10	28	9	-15	12
CCOC(=O)Cc1csc(NC(=O)CSc2nc(N)c3c(C)c(C)sc3n2)n1	11	1	3	-28	6	-8	4	41	7	16	12
Cn1c(=O)c2c(O)cc(=O)n(-c3ccccc3)c2n(C)c1=O	3	-4	-4	7	-10	6	-8	/	2	33	3
COc1ccc(Cl)cc1NC(=O)C/C(C)=N/NC(=O)COc1ccc(C)cc1	-6	-3	-16	5	11	12	-6	6	11	-1	5
CCOC(=O)c1cn[nH]c1C(F)(F)F	1	/	8	13	-11	-5	-3	-10	-7	4	-10
O=C(c1ccc(F)c(S(=O)(=O)N2CCOCC2)c1)N1CCN(c2ncccn2)CC1	5	5	-5	-28	-21	13	-10	-2	4	-6	6
C=C(C)Cn1c(=O)c2c(nc3n2CCCN3CCc2ccccc2)n(C)c1=O	-4	8	6	6	14	6	-10	-5	5	7	0
Cc1ccc(NC(=O)c2cc(-c3ccccc3)nn2-c2ccccc2)c(Br)c1	-5	-5	0	16	-26	-3	-8	-2	-28	9	-4
CCn1nc(C)c(CN2CCCC(CO)(Cc3ccccc3)C2)c1C (stereo not drawn)	0	9	-16	2	-4	15	0	-4	16	16	-2
COc1cc(OC)cc(C(=O)NNC(=O)CCOc2ccccc2OC)c1	-3	2	4	-10	6	-1	-6	-2	-1	-2	-5
COc1ccc(C(=O)O/N=C(/C)c2cccs2)cc1	-6	-7	-14	-12	-17	-2	-8	2	31	9	9
CCCc1[nH]nc2c1C(c1ccc(OC(=O)c3ccco3)cc1)C(C#N)=C(N)O2 (stereo not drawn)	7	2	-15	13	-4	3	-14	-1	-28	-2	12
CCOC(=O)c1cccc(NC(=O)CSc2nc3ccccc3c(=O)n2CCOC)c1	5	2	7	0	5	-22	-5	-17	-2	8	7

Sorted by heavy-atom count (ascending): three of the compounds above.
SMILES	EBV LMP1 NFkB	TLR9-MyD88 inh	NCOA1 inh	NCOA3 inh	SRC2 inh	NR5A2 inv ag	NOD2 RIPK2 PPI	Vif imaging	TROY signal inh	TRAIL sens C8	NR2F2 inh
CCn1nc(C)c(CN2CCCC(CO)(Cc3ccccc3)C2)c1C (stereo not drawn)	0	9	-16	2	-4	15	0	-4	16	16	-2
COc1ccc(Cl)cc1NC(=O)C/C(C)=N/NC(=O)COc1ccc(C)cc1	-6	-3	-16	5	11	12	-6	6	11	-1	5
CCOC(=O)c1cccc(NC(=O)CSc2nc3ccccc3c(=O)n2CCOC)c1	5	2	7	0	5	-22	-5	-17	-2	8	7

(continued)
SMILES	EBV LMP1 NFkB	TLR9-MyD88 inh	NCOA1 inh	NCOA3 inh	SRC2 inh	NR5A2 inv ag	NOD2 RIPK2 PPI	Vif imaging	TROY signal inh	TRAIL sens C8	NR2F2 inh
O=[N+]([O-])c1ccc(C2CCCC/C2=N/OCc2ccccc2F)c([N+](=O)[O-])c1 (stereo not drawn)	1	3	-7	-15	-37	8	-15	-4	-4	7	13
Cc1c(CC(=O)NCC(=O)NCC(=O)O)c(=O)oc2c(C)c3oc4c(c3cc12)CCCC4	0	-8	-12	-12	20	-10	-5	-4	13	-8	19
O=S(=O)(c1ccc(Cl)c(C(F)(F)F)c1)N1CCN(CC(O)COc2ccccc2F)CC1 (stereo not drawn)	-3	-10	-2	-5	10	-4	4	13	10	-7	3
COc1cc2c(cc1OC)C(C(=O)N1CCCC1)C(c1ccccc1F)N(C)C2=O (stereo not drawn)	2	-5	6	15	-1	11	0	5	3	7	5
Cc1ccc(NC(=O)N2CCC(NC(=O)c3ccccc3C)CC2)cc1	-8	13	5	12	-4	-11	-12	-2	-5	1	-8
CCOc1ccc(C(=O)COC(=O)c2nn(CC)c(=O)c3ccccc23)cc1	-12	-1	1	4	16	10	0	0	1	-1	14
O=C1CC/C=C\C[C@@H](CC(=O)N(CCO)Cc2ccccc2)C(=O)NCCO1	10	0	-12	-16	-8	-21	-4	5	5	14	-5
O=C(c1ccccc1)c1nn(-c2cccc(Cl)c2)c2nc(-c3ccccc3)cc(=O)n12	9	-227	-16	3	24	-3	9	-7	1	-5	3
Cc1cc(NCCCn2ccnc2)n2nc(-c3ccc(F)cc3)cc2n1	-10	-5	-16	-45	-24	-11	-6	4	-25	26	-30
Cc1cccc(CCN(CC(=O)NC(C)(C)C)C(=O)c2csnn2)c1	6	-7	3	8	16	6	4	18	-8	1	-17
CC(Oc1ccccc1)C(=O)Nc1ccc(S(=O)(=O)N2CCCC2)cc1 (stereo not drawn)	0	-16	-28	-1	12	5	9	-6	8	-10	3
Cc1nc(N2CCN(Cc3ccccc3)CC2)nc2c1C(=O)CCC2	-7	2	4	-4	-10	-2	-6	-12	25	0	26
CC(C)(C)c1ccc(C(=O)Nc2ccccc2NC(=O)c2ccco2)cc1	-7	2	17	16	-1	-1	-4	-5	/	17	-2
COc1cc(/C=N/Nc2nc3c(c(=O)n(C)c(=O)n3C)n2Cc2ccccc2)ccc1OC(=O)c1ccco1	6	-6	12	-8	-23	-7	-8	-13	42	21	-8
COc1ccc(/C=C/C(=O)N(c2ccccn2)C2CCCCC2)cc1OC	7	-1	-14	12	-8	1	-10	-2	4	-8	0
CCCCCn1cnnc1SCC(=O)c1ccc2c(c1)OCO2	-4	-3	-12	9	10	0	-3	-8	-10	-3	8
COc1ccc(C)cc1S(=O)(=O)N(CC(=O)N1CCCC1)c1ccccc1	-1	5	-1	24	5	-31	-12	0	-18	-2	3
Cc1cccc(C(=O)NNC(=O)c2ccc(O)cc2)c1	-5	-8	-11	-33	-13	-14	6	25	-18	-15	11

Only part of the results is shown; count on the stated rates, not on these rows.
